# High-throughput results from PubChem BioAssay.
# Tau fluor cs = counter-screen for tau fibril formation inhibitors; tau K18 P301L Alexa594 fluorescence, heparin fibrillization; Potency, µM (doses to about 57.7 µM), inactives show at the highest dose activity change, negative = decrease; 280,000 compounds, 0.93% hits; also: % is scaled to controls: 0 for no effect and ±100 for the full control effect; nearly all actives have a fitted effect of over 55% in size
#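 Human K18 P301L tau (15 uM unlabeled plus 0.24 uM Alexa 594-labeled, final) in 100 mM sodium acetate pH 7 was mixed with compound and 20 uM heparin and incubated 6 hr at 37 C.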
# SMN2 splice up = SMN2 splice variant enhancement | 210,000 compounds, 2.8% hits | HEK293 SMN2-luciferase splicing reporter, luminescence, 30-36 h | Potency, µM (series often up to 46.1 µM), inactives show top-dose activity change, positive = activation, most hits filed as activators; also: % of control where 0% means no effect; nearly all actives have a fitted effect of over 55% in size
#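 qHTS luciferase splicing reporter: luminescence rises when SMN2 exon 7 is included in transfected HEK293 cells. Compound exposure lasted 30-36 h at 37C, with 4.5 mM final sodium butyrate as control, followed by a ONE-Glo read.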
# ALDH1A1 inh = blocks purified human ALDH1A1 activity; P00352; Potency, µM (top dose mostly 75.3 µM), for inactives: top-dose activity, negative = inhibition, hits mostly inhibitors; 220,000 compounds, 7.3% hits; Purified ALDH1A1, NADH fluorescence, propionaldehyde substrate; AID 1030; active = well fitted inhibition curve with a large enough effect, not every such curve was filed as active; inconclusive = small, poorly fitted or top-dose-only effect, or another doubt; inactive = no such curve, though single readings can be large or run the other way;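 also: plate controls were no enzyme wells and a reference inhibitor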
# Target sequence (P00352 whole entry, looked up): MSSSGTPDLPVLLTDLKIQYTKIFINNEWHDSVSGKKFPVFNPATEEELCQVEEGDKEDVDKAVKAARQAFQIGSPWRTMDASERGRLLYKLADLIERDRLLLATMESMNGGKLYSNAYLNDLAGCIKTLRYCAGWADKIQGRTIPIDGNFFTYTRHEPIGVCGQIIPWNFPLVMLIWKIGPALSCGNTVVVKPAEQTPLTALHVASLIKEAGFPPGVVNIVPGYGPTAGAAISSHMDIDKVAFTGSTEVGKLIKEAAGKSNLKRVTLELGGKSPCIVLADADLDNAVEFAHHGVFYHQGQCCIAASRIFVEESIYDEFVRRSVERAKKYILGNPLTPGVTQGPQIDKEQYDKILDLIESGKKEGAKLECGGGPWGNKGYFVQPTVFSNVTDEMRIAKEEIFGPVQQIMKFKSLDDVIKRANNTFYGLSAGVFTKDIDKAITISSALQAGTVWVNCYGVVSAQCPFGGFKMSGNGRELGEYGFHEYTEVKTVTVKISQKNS
# KDM4E inh = JMJD2E (human) inhibition; B2RXH2; JMJD2E catalytic domain, FDH-coupled NADH fluorescence (FDH is formaldehyde dehydrogenase); Potency, µM (series often up to 57.1 µM), without a hit: at the top dose activity change, negative = inhibition, usual class: inhibitors; 230,000 compounds, 1.6% hits; AID 2147; active = well fitted inhibition curve with a large enough effect, not every such curve was filed as active; inconclusive = small, poorly fitted or top-dose-only effect, or another doubt; inactive = no such curve, though single readings can be large or run the other way;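 also: 0% = wells with enzyme and -100% = buffer wells without enzyme; nearly all actives have a fitted effect of over 50% in size; many of its hits are not listed in these tables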
# Target sequence (B2RXH2 1-337 limits assumed): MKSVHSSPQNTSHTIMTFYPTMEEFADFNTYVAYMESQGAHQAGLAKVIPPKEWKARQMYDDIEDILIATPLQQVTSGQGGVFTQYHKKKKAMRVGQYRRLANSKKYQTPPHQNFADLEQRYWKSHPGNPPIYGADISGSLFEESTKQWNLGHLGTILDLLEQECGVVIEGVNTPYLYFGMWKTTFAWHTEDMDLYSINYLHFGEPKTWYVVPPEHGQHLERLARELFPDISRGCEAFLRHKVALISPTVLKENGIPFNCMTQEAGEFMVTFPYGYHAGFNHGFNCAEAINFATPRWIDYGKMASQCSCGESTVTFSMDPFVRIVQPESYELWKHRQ
# HTT cytoprotect = Huntington cell model cytoprotection by ATP luminescence | PC12 HTT-Q103 induced, cytoprotection, ATP luminescence, 40 h | Potency, µM (top dose mostly 56.4 µM), inactives show cytoprotection (ATP increase), usual class: activators | 230,000 compounds, 0.14% hits;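 also: % of control where 0% means no effect; nearly all actives have a fitted effect of over 45% in size; toxic huntingtin expression switched on by the ecdysone agonist tebufenozide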
#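 PC12 cells stably carrying ecdysone-inducible Htt exon 1 (Q103)–GFP were induced with 100 nM tebufenozide (final) alongside library compounds in a dose series. Cytoprotection was scored as retained ATP by ATPlite luminescence.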
# Tau fibril FP = inhibitors of human tau fibril formation; P10636; Potency, µM (top dose mostly 57.7 µM), for the others: at the highest dose activity, negative = inhibition, usual class: inhibitors; K18 P301L tau heparin fibrillization, Alexa594 FP, 6 h; AID 1468; 280,000 compounds, 0.39% hits; also: % is scaled to controls: 0 for no effect and ±100 for the full control effect; nearly all actives have a fitted effect of over 55% in size
# Target sequence (P10636 561-689 P618L limits assumed): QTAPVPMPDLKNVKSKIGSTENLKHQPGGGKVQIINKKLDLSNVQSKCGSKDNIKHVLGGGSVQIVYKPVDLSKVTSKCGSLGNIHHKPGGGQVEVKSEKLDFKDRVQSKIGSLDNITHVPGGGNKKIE
#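 Human K18 P301L fragment (15 uM unlabeled plus 0.24 uM Alexa 594-labeled) in 100 mM sodium acetate pH 7 with compound, aggregation induced by 20 uM heparin for 6 hr at 37 C. ThT (30 uM) added for 1 hr, then Alexa 594 FP read.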
# Tau fibril ThT = blocks human tau fibril formation measured by thioflavin T; Potency, µM (top dose mostly 57.4 µM), for inactives: at the top dose activity, negative = inhibition, usual class: inhibitors; P10636; 270,000 compounds, 2.1% hits; recombinant tau K18 P301L (four-repeat tau fragment), heparin-induced fibrillization, ThT fluorescence; also: % is scaled to controls: 0 for no effect and ±100 for the full control effect; nearly all actives have a fitted effect of over 55% in size
#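 Recombinant human tau K18 fragment […] carrying P301L, 15 uM unlabeled plus 0.24 uM Alexa 594-labeled, was fibrillized with 20 uM heparin in 100 mM sodium acetate pH 7 for 6 hr at 37 C; 30 uM ThT fluorescence read after 1 hr.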
# HTT aggregate = mutant huntingtin aggregation inhibition | Potency, µM (doses to about 46.1 µM), for inactives: top-dose activity change, negative = inhibition, hits mostly inhibitors | 220,000 compounds, 1.1% hits | PC12 HttQ103-GFP aggregates, Acumen cytometry, 40 h; also: % is scaled to controls: 0 for no effect and ±100 for the full control effect; nearly all actives have a fitted effect of over 60% in size
#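 PC12 cells stably carrying ecdysone-inducible HTT exon 1 Q103–GFP were induced with tebufenozide (100 nM final) and treated with library compounds in titration. GFP aggregates in lysates were counted by laser scanning cytometry.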
# * hit, by the source's call; ? = inconclusive; nt = not tested or not shown; [ ] = remark or other dose. Unless noted, calls follow the shape of the dose curve; as a rule, active = well fitted curve in the direction sought with a large enough effect; inconclusive = small, poorly fitted or top-dose-only effect, or another doubt; inactive = no such curve, though single readings can be large; an effect the other way counts as inactive or inconclusive. Potency is read from the fitted curve at half-maximal effect. These rows are one share of the data; rates above refer to the full screens.
SMILES,Tau fluor cs,SMN2 splice up,ALDH1A1 inh,KDM4E inh,HTT cytoprotect,Tau fibril FP,Tau fibril ThT,HTT aggregate
CCC(C)[C@H](NC(=O)Nc1cccc(Br)c1)C(=O)OC (stereo partly specified),-24.3%,-4.9%,23.2%,-6.4%,6.9%[1.9 µM],?,?,-2.5%
CCOCCCNC(=O)C1CCN(c2cc(C)nc3c(-c4ccc(OC)c(OC)c4)c(C)nn23)CC1,-12.0%,-1.8%,4.8%,-12.2%,-9.7%,-1.0%,-5.2%,-3.0%
O=C(CCNc1n[nH]c(=O)[nH]c1=O)N/N=C/c1ccc(C(F)(F)F)cc1,-9.6%,-1.3%,5.0%,1.5%,-17.1%,6.7%,?,-22.9%
Cc1nnsc1C(=O)NNc1ccc(C(C)(C)C)cc1,-12.6%,nt,31.6µM*,-3.4%,3.1%[10 µM],-6.6%,-16.0%,-2.2%[9.22 µM]
C/C(CC(=O)Nc1cccc(Cl)c1C)=N\NC(=O)Cc1csc(N)n1,-8.5%,3.3%,-9.0%,17.6%,-7.6%[10 µM],-11.3%,?,20.3%
O=C(O)CC(C(=O)OC1CCCCC1)N1CCOCC1 (stereo unspecified),8.0%,15.5%,5.7%,6.4%,7.7%,6.1%,2.7%,5.5%
O=c1c2ccccc2nc2n1C(CSCc1cccc(C(F)(F)F)c1)CS2 (stereo unspecified),-3.3%,-68.3%[inhibitor],11.3%,?,-34.5%,5.4%,-4.2%,?
O=c1oc2ccccc2n1Cc1cccc(Cl)c1,-9.6%,nt,10.6%,-4.5%,-16.2%[10 µM],3.6%,0.1%,-11.3%[9.22 µM]
CCc1ccc(C(=O)COC(=O)c2cccnc2Cl)cc1,-18.7%,19.8%,-6.0%,2.7%,-4.7%[10 µM],-6.4%,-21.4%,-0.7%
COc1ccccc1CNC(=O)CCn1c(=O)c2ccccc2n(CC(=O)Nc2ccc(Br)cc2F)c1=O,5.7%,5.1%,nt,nt,nt,1.5%,17.6%,nt
O=C(O)c1ccc(-n2c(O)c(C=C3N=c4ccccc4=N3)sc2=S)cc1,?,nt,nt,1.5%,4.0%[10 µM],3.5%,17.8µM*,-9.4%[9.22 µM]
COc1cc2cc(C(c3nnnn3C3CCCC3)N3CCCCCC3)c(=O)[nH]c2cc1OC (stereo unspecified),-4.5%,-11.3%,?,?,5.2%[10 µM],-4.6%,-12.3%,2.6%
CCOC(=O)c1ccccc1NC(=S)N1CCCCC1,-5.1%,-17.6%,?,1.4%,nt,0.6%,4.0%,10.5%
Cc1cc(-c2nc(C)c(C(=O)NNS(=O)(=O)c3ccc(Cl)cc3Cl)s2)no1,-20.4%,nt,?,0.1%,-18.9%[10 µM],-6.6%,-17.5%,-5.4%[9.22 µM]
N#Cc1ccc(CS(=O)(=O)c2nnnn2-c2ccccc2)cc1,-1.1%,7.3%,0.794µM*,-5.6%,?,?,?,nt
C/C(CC(=O)Nc1ccc(C)c(Cl)c1)=N\NC(=O)c1ccncc1,-25.9%,0.1%,?,29.4%,-8.8%,-11.3%,-1.1%,-8.3%
O=C(CSc1nnc(-c2ccc(OC(F)F)cc2)o1)N1CCOCC1,-3.9%,6.7%,-3.0%,2.4%,-17.4%[10 µM],-6.7%,-8.6%,1.5%
Cc1cc(C)cc(NC(=S)N(CCN(C)C)C(C)c2cccnc2)c1 (stereo unspecified),-5.6%,-0.4%,12.8%,4.5%,?,9.0%,-0.9%,-14.4%
COc1ccc(C(=O)/C=C/c2cc(C(=O)O)cc3c2OCOC3)c(O)c1,-2.4%,nt,nt,-10.8%,18.0%[10 µM],-14.1%,?,-1.3%[9.22 µM]
COC(=O)CN(c1ccc(C)cc1)S(=O)(=O)c1ccc(F)cc1,-13.3%,nt,-0.8%,2.7%,13.2%[10 µM],6.5%,-11.5%,7.3%[9.22 µM]
CC(=O)N1CCC2(CC1)C/C(=N\NC(=S)Nc1ccc(C)cc1)c1cc(O)ccc1O2,?,29.8%,?,?,-11.4%,7.2%,?,2.8%
Cc1cccc(NC(=O)COc2ccc3oc4c(c3c2)CCCC4)c1,-21.9%,-18.3%,nt,nt,nt,-2.0%,?,nt
COc1ccccc1Nc1c([N+](=O)[O-])cc(C)cc1[N+](=O)[O-],-27.4%,-9.9%,6.7%,1.7%,-14.7%,1.3%,-19.9%,-7.7%
CCOC(=O)CNS(=O)(=O)c1ccc(C(=O)O)cc1,-3.6%,6.1%,-0.8%,1.9%,-20.2%[0.074 µM],-1.4%,-6.5%,3.7%
Cc1cccc(C)c1NC(=S)N(Cc1ccccc1)Cc1cccs1,-0.5%,-1.2%,-2.9%,-1.3%,-12.3%[10 µM],-0.4%,2.7%,24.8%
O=C1CCC(c2ccccc2)(C2CCN(Cc3ccccc3)CC2)C(=O)N1 (stereo unspecified),-12.4%,-9.3%,0.7%,nt,?,-4.8%,-8.3%,3.7%
CNC(=O)CSc1nnc(COc2ccc(Cl)cc2)n1CCOC,-1.3%,-10.0%,-11.8%,-5.9%,-9.8%,-3.1%,5.1%,14.6%
O=C1c2[nH]nc(-c3ccc(F)cc3)c2C(c2ccccc2F)N1c1ccccc1 (stereo unspecified),?,-5.3%,nt,nt,nt,-6.9%,?,nt
CCOC(=O)N1CCN(C(=S)NCCOC)CC1,-11.9%,-5.6%,9.0%,-2.3%,-4.3%,-2.0%,-10.1%,14.4%
Cn1nnnc1SCC(=O)c1cccs1,2.0%,6.0%,?,0.5%,6.2%[10 µM],2.4%,-4.5%,16.7%
O=C(c1ccccc1)N1CCN(c2ncnc3sc4c(c23)CCC4)CC1,-13.1%,-96.1%[inhibitor],1.26µM*,0.3%,-0.4%[10 µM],-2.7%,-21.4%,35.5µM*
COc1ccc(NC(=O)CSc2nc3ccccc3[nH]2)cc1,-24.6%,-12.1%,nt,nt,nt,-11.0%,?,nt
COc1ccc(C(=O)C2CCCN(C(=O)C3CCOCC3)C2)c(C)c1 (stereo unspecified),-4.7%,nt,?,-4.8%,8.1%[10 µM],-6.3%,-5.3%,-0.3%[9.22 µM]
COc1cccc(CNCc2cccnc2)c1OCc1ccccc1,-3.4%,nt,-1.0%,-5.7%,8.5%[10 µM],-4.3%,-0.3%,-14.4%[9.22 µM]
Nc1cccc(Oc2ccc3c(c2)C(=O)N(CC2CCCO2)C3=O)c1 (stereo unspecified),-20.2%,nt,8.91µM*,-1.6%,-5.0%[10 µM],3.6%,-11.5%,-7.5%[9.22 µM]
COc1cc(C(=O)NCc2nnc(SCC(=O)Nc3cccc(C)c3)o2)cc(OC)c1OC,-6.1%,-31.5%,?,5.3%,-7.1%,2.1%,1.0%,9.3%
COc1ccc(-c2oc3ncn4nc(COc5ccc(C)cc5)nc4c3c2-c2ccc(OC)cc2)cc1,5.7%,3.9%,nt,nt,nt,-17.4%,3.9%,nt
COC(=O)Cc1cc(=O)[nH]c(/N=C(\N)Nc2cccc(C)c2)n1,-8.8%,nt,13.8%,7.0%,-4.8%[10 µM],-2.4%,-7.3%,-5.4%[9.22 µM]
CCCC(C)NC(=O)COC(=O)c1cccc(NS(C)(=O)=O)c1 (stereo unspecified),-8.1%,nt,7.2%,3.5%,18.9%[10 µM],-3.7%,-1.0%,5.6%[9.22 µM]
S=C(N/N=C/c1ccc(Cl)cc1)N1CCOCC1,-21.6%,29.4%,?,?,nt,2.8%,?,-28.1%

# Two of the compounds above, field by field:
COc1ccc(NC(=O)CSc2nc3ccccc3[nH]2)cc1
  Tau fluor cs = -24.6%	SMN2 splice up = -12.1%	ALDH1A1 inh = nt	KDM4E inh = nt	HTT cytoprotect = nt	Tau fibril FP = -11.0%	Tau fibril ThT = ?	HTT aggregate = nt
Nc1cccc(Oc2ccc3c(c2)C(=O)N(CC2CCCO2)C3=O)c1 (stereo unspecified)
  Tau fluor cs = -20.2%	SMN2 splice up = nt	ALDH1A1 inh = 8.91µM*	KDM4E inh = -1.6%	HTT cytoprotect = -5.0%[10 µM]	Tau fibril FP = 3.6%	Tau fibril ThT = -11.5%	HTT aggregate = -7.5%[9.22 µM]

# (cont.)
SMILES,Tau fluor cs,SMN2 splice up,ALDH1A1 inh,KDM4E inh,HTT cytoprotect,Tau fibril FP,Tau fibril ThT,HTT aggregate
OCc1cc(CO)c(O)c(CCc2ccccc2)n1,-12.7%,4.7%,?,?,3.7%[10 µM],-10.6%,-8.9%,9.3%
N#Cc1c(-c2cccs2)nc(SCC(=O)c2ccc(Br)cc2)[nH]c1=O,-23.1%,nt,nt,?,-6.2%[10 µM],-3.0%,nt,29.3%[9.22 µM]
O=C(NCc1ccco1)C1CCCN(S(=O)(=O)Cc2ccccc2)C1 (stereo unspecified),-6.6%,1.3%,-6.2%,-3.8%,5.2%,-5.0%,-5.7%,0.3%
CC(C)n1nc(C(=O)Oc2ccc(Cl)cc2)c2ccccc2c1=O,-17.1%,-9.6%[1.84 µM],-15.5%,1.9%,17.1%[10 µM],-5.7%,?,?
CCCOc1ccc(NC2=CC(=O)CC(C)(C)C2)cc1,-11.8%,3.3%,-2.0%,-3.5%,-17.4%[10 µM],2.0%,-11.3%,-7.5%
Cc1[nH]nc(SCC(=O)NCc2ccc(Cl)cc2)c1[N+](=O)[O-],-9.5%,-1.5%[1.84 µM],6.8%,-8.2%,14.1%[10 µM],1.5%,-5.1%,1.8%
Cc1ccccc1Cn1c(=O)n(CCc2ccccc2)c(=O)c2sc3ccccc3c21,-7.1%,6.3%,nt,nt,nt,-4.8%,-0.6%,nt
O=C(Cc1c[nH]c2ccccc12)NC1(C(=O)NC2CCCC2)CCCCC1,-9.9%,-13.1%,5.1%,2.9%,-14.4%,-2.8%,-3.9%,-7.7%
COc1cc(OC)c(NC(=O)CCc2nc(-c3cccs3)no2)cc1Cl,?,-13.2%,-4.7%,1.1%,0.9%[10 µM],4.7%,-11.7%,-12.4%
O=C(CN(c1ccc2c(c1)OCCO2)S(=O)(=O)c1ccccc1)Nc1ccc2c(c1)OCO2,?,-57.1%[inhibitor],?,7.3%,-2.1%,?,?,-12.7%
Cc1cc(C)cc(N2C(=O)CC(Cn3nc(C)cc3C)C2=O)c1 (stereo unspecified),0.8%,nt,nt,3.4%,16.4%[10 µM],-1.9%,0.8%,0.3%[9.22 µM]
